Screening results deposited in PubChem by several laboratories.
KKLEB cytotox: cytotoxicity in KKLEB CF airway cells, primary screen, cytotoxicity control for CF NF-kB inhibitor project, cell-based, uHTS, fluorescence assay plates; activity change (cytotoxicity), % at 5 µM; KKLEB CF airway cells viability, ATPlite luminescence, overnight; hits give low values; cells stimulated with P. aeruginosa culture filtrate; hit rate 0.36% among 360,000; AID 602141, 2011;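 active = corrected activity change at or below -50% at 5 µM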
CF NFkB block: inhibitors of PAF-induced NF-kB signaling, primary screen, cell-based, GFP fluorescence, uHTS | KKLEB NF-kB-GFP reporter, GFP fluorescence overnight | inhibition, % at 5 µM | hit rate 0.86% among 360,000 | AID 588850, 2011;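 active = at least 50% inhibition at 5 µM, scaled per plate between neutral and stimulator controls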;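 also: PAF is a Pseudomonas aeruginosa culture filtrate used as stimulus; plate controls were PAF-stimulated DMSO wells for no effect and unstimulated DMSO wells for full effect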
TWEAK Fn14 block: inhibitors of TWEAK-Fn14 signaling, primary screen, luciferase reporter cells, uHTS | TWEAK-stimulated Fn14 reporter cells, luciferase luminescence, 8 h | inhibition, % at 10 µM | hit rate 2% among 360,000; in the data active = inhibition above about 50%
SRC1 inh: SRC1 coactivator transcriptional activity inhibitors, primary screen, cell-based, luminescence. Nuclear receptor coactivator 1 (Homo sapiens), Q15788. HEK293 GAL4-SRC1 luciferase reporter. inhibition, % at 3.6 µM. hit rate 0.12% among 360,000;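 active = inhibition above the campaign mean plus 3 SD, with each screening campaign given its own cutoff, cut at about 60% in these data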;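 also: 0% = DMSO treated cells and 100% = gossypol at 36 µM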
COUP-TFII inh: NR2F2 transcriptional activity inhibitors, primary screen, cell-based, luciferase reporter, HEK293T, luminescence | HEK293T NGFI-A luciferase reporter | inhibition, % at 8.6 µM | hit rate 0.7% among 370,000 | AID 686940, 2013;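 active = inhibition above a per-plate cutoff, mean inhibition of test wells between control levels plus 3 SD, cut at about 38% in these data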;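 also: cells cotransfected with COUP-TFII expression vector driving the NGFI-A reporter; 0% = median of COUP-TF2 test wells and 100% = reporter-only cells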
Target sequence (P24468 whole entry, looked up): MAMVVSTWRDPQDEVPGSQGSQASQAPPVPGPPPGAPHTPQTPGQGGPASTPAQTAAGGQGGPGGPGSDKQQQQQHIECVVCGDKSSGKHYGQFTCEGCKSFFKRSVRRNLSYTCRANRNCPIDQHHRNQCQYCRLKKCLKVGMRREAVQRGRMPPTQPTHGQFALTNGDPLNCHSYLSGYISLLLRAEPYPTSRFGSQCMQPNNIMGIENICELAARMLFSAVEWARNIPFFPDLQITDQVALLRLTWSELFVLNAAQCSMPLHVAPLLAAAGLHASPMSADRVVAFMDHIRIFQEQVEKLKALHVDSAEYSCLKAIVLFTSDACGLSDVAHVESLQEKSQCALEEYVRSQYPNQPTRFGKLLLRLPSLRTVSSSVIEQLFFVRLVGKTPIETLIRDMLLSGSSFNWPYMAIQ
LRH-1 inv ag: LRH-1 (NR5A2) inverse agonists, primary screen, cell-based, luminescence, HEK293T, StAR-luciferase reporter. LRH-1 transfected, 24 h. inhibition, % at 3.6 µM. hit rate 0.13% among 360,000;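 active = inhibition above the mean inhibition of all tested compounds plus 3 SD, cut at about 73% in these data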;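 also: 0% = DMSO wells and 100% = reporter-only cells lacking LRH-1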
Target sequence (O00482 whole entry, looked up): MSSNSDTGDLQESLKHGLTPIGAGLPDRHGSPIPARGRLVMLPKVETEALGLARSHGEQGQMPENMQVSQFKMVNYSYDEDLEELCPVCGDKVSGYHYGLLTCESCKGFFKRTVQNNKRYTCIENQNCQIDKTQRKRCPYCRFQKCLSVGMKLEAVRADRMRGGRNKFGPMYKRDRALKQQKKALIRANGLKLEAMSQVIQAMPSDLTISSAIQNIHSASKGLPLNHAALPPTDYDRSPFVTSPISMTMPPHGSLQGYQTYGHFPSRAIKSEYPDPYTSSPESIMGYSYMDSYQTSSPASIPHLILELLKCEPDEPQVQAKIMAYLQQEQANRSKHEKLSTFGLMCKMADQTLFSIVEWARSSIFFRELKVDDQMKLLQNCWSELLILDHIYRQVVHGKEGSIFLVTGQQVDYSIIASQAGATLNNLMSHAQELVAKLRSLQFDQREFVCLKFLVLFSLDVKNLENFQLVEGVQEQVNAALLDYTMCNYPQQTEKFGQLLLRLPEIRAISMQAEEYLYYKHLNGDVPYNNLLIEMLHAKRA
NCOA3 inh: SRC3 coactivator transcriptional activity inhibitors, primary screen, cell-based, luminescence. hit rate 0.17% among 360,000. AID 588352, 2011. inhibition, % at 3.6 µM. Nuclear receptor coactivator 3 (Homo sapiens), Q9Y6Q9. HEK293 GAL4-SRC3 luciferase reporter;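 active = inhibition above a per-campaign cutoff, the mean of all compounds plus 3 SD, cut at about 60% in these data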;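 also: 0% = DMSO-treated cells and 100% = gossypol-treated cells at 36 µM; higher means less SRC3-driven luciferase light from the GAL4 reporter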
TRAIL sens C8: viability loss with TRAIL in NB7+C8 cells, primary screen, TRAIL sensitizer project, cell-based, ATPlite luminescence; inhibition (viability loss, TRAIL sensitization), % at 10 µM; hit rate 1% among 360,000; AID 624354, 2012;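 active = compounds causing at least 50% loss of cell viability in the single-dose screen, relative to plate controls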
TROY NFkB inh: inhibitors of TROY-driven NF-kB signaling, primary screen, Q293 LMP1-TROYcd cells, NF-kB luciferase, uHTS; Q293 LMP1-TROYcd NF-kB luciferase reporter, 4 h; inhibition, % at 10 µM; hit rate 0.98% among 360,000; AID 1347056, 2019;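 active = compounds whose plate-normalised and pattern-corrected inhibition of the luciferase reporter signal at the single screening dose is 50% or more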
Shn3 inh set2: reduction of Shn3 3'UTR firefly luciferase signal, primary screen, Schnurri-3 inhibitor project, cell-based, Clone20 osteoblasts, set 2; Clone20 osteoblast Shn3 3'UTR firefly luciferase, 24 h; inhibition, % at 12.5 µM; hit rate 0.52% among 360,000;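 active = mean inhibition of at least 75% with every replicate also reaching 75%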;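 also: 0% = median of neutral control wells and 100% = pilot-screen positive control compound; some compounds past the cut are filed as inactive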
EBV LMP1 NFkB: EBV LMP1-driven NF-kappaB luciferase reporter inhibitors, primary screen, cell-based, luminescence, single point. inhibition, % at 12.5 µM. AID 504558, 2011. LMP1-induced NF-kappaB luciferase reporter cells. hit rate 0.69% among 350,000; in the data active = inhibition above about 41%;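 also: 0% = neutral control wells and 100% = reference inhibitor control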
* = called active by the depositor; . = no result given. These rows are one share of the data; rates above refer to the full screens.

SMILES	KKLEB cytotox	CF NFkB block	TWEAK Fn14 block	SRC1 inh	COUP-TFII inh	LRH-1 inv ag	NCOA3 inh	TRAIL sens C8	TROY NFkB inh	Shn3 inh set2	EBV LMP1 NFkB
CC1=C(C(=O)N2CCOCC2)CC(CC(=O)NCCN2CCOCC2)C(=O)N1CCC1=CCCCC1 (stereo unspecified)	12	0	8	-11	6	-3	0	7	-10	-6	7
FC(F)(F)c1ccc(Oc2ccc3ccccc3c2Br)nc1	6	-5	9	-31	-7	31	5	1	0	-14	-17
CC1CCCCC1NC(=O)COC(=O)CCC(=O)c1cccs1 (stereo unspecified)	13	-12	5	-4	-11	21	-6	-6	-8	-14	2
CCOC(=O)c1ccc(NC(=O)C2CC3CCC2C3)cc1 (stereo unspecified)	-6	6	-18	-70	-28	-150	-95	42	-36	-27	.
O=c1[nH]c(=O)c2nc(-c3ccc(Cl)cc3)cnc2[nH]1	-4	1	-4	-31	10	19	-3	-1	-7	-9	-7
COC(=O)c1cccc(NC(=O)CC2C(=O)NCCN2C(=O)c2ccc(F)cc2F)c1 (stereo unspecified)	4	-4	11	-5	-8	-6	6	5	3	-5	2
CC1CCCN(CC(=O)Nc2ccc(S(=O)(=O)N3CCCCC3)cc2)C1 (stereo unspecified)	7	0	0	-23	-1	-4	-7	-25	3	13	7
NC(=O)C1(N2CCCCC2)CCN(C2CC(=O)N(CCc3ccccc3)C2=O)CC1 (stereo unspecified)	10	-6	9	1	-19	-4	-5	1	-5	-8	3
COCCN(C(=O)COC(=O)c1ccc(C=O)cc1)c1c(N)n(Cc2ccccc2)c(=O)[nH]c1=O	-8	-5	-4	-8	6	-1	-15	28	-7	16	-5
CC(CNC(=O)CN1C(=O)c2cccnc2Oc2ccc(Cl)cc21)c1ccccc1 (stereo unspecified)	6	-1	-2	7	-3	10	-1	14	7	-9	3
CN(C)c1cc(N)c2ccccc2n1 (tested in a mixture with another compound)	14	-21	-4	-6	7	15	-16	0	-5	-13	-4
CCOc1ccc([C@@H]2CC=C(C(=O)O)[C@H](c3cccc(Cl)c3)N2S(=O)(=O)c2ccc(C)cc2)cc1	19	26	7	-10	16	-1	-2	1	-4	-41	1
COCCn1cnc2c1c(=O)n(CC(=O)OCC(=O)NCC(F)(F)F)c(=O)n2Cc1ccccc1	-4	0	29	-21	2	2	-6	3	3	-4	1
CC(C)(C)C1CCC(OCC(O)CN2CCN(Cc3ccccc3)CC2)CC1 (stereo unspecified)	-30	10	16	-11	11	-2	-3	2	24	26	-6
CCCC(=O)N(Cc1cc2cc(C)ccc2[nH]c1=O)c1ccccc1OC	13	-18	-1	-4	1	14	10	-24	.	6	9
COc1ccc(C2/C(=C(/O)c3ccc(C)cc3)C(=O)C(=O)N2c2ccccn2)cc1 (stereo unspecified)	2	-1	-6	-18	-18	-17	-15	-1	-12	-21	-10
CC1Cc2nc(SCC(=O)Nc3ccc(F)cc3F)n(C)c(=O)c2S1 (stereo unspecified)	6	-8	8	6	13	18	7	-25	6	28	-3
COc1ccc(-n2cc(CNC3CCOCC3)c(-c3cccc(F)c3)n2)cc1	-2	-3	19	-2	-6	-19	14	-15	-21	-1	4
O=c1c2ccccc2[nH]c(=S)n1Cc1ccccc1Cl	-2	-10	19	-109	21	2	-2	-8	-7	-6	-2
N#CCCn1c(=O)n(CCC#N)c2ccccc21	1	-6	10	-8	-8	1	8	7	25	3	-12
CCOC(=O)C1(CCOc2ccccc2)CCN(Cc2ccc(C(=O)OC)cc2)CC1	3	5	6	15	20	6	1	15	12	26	8
CCn1c(CNc2ccc(Cl)cc2)nnc1SCC(=O)OC1CCCCC1	-1	-4	-4	-22	12	21	-13	9	1	16	1
COCCNC(=O)c1cn(CCOC)c(=O)c2c1c1ccccc1n2C	-6	8	-9	-7	-30	2	3	-1	-4	4	1
O=C(Nc1ccc2c(c1)C(=O)OC2)Nc1cccc2ccccc12	-2	10	8	2	-4	12	12	-3	6	-21	0
Cc1nn(-c2ccccc2)c(Cl)c1C(=O)N(C)CC(=O)Nc1cccc(F)c1	-2	5	-3	3	-3	-11	-3	2	7	12	5
O=C(OCC(=O)N1CCCCC1)c1cccc(NS(=O)(=O)c2ccccc2)c1	6	-18	0	-18	2	3	8	8	-25	13	1
COc1ccc(OC)c(S(=O)(=O)N2CCN(C)CC2)c1	2	-6	10	3	-11	-4	-2	10	-18	-12	4
Cc1nnc(SCCn2c(N3CCCCCC3)nc3c2c(=O)[nH]c(=O)n3C)s1	-3	7	-8	-11	4	-2	1	6	-8	6	-3
O=C(Nc1ccc(C(F)(F)F)cc1)C1=NN(C2CCS(=O)(=O)C2)C(=O)CC1 (stereo unspecified)	-7	11	-9	-10	-6	15	1	-1	-5	-17	-5
CCCCNC(=O)CCn1c(=O)c2ccccc2n(CC(=O)Nc2ccccc2OCC)c1=O	7	10	16	-2	-14	11	-18	-7	6	-10	7
O=c1oc2ccccc2cc1-c1cn2cccnc2n1	8	-43	21	-107	-48	-120	-92	14	-28	-10	29
CCC1=NN(C(=O)C(=O)Nc2ccc(OC)cc2)C(O)(C(F)(F)F)C1 (stereo unspecified)	7	-11	-3	0	-12	14	7	9	-10	2	-1
COc1ccc(-n2nc(C(=O)O)cc2-c2ccccc2)cc1	-9	-3	-9	-13	-2	-3	-6	5	0	11	-1
O=C(O)CCC(=O)N1CCc2cc(S(=O)(=O)N3CCN(c4ccc(F)cc4)CC3)ccc21	-1	-2	3	-4	12	6	-12	-19	10	10	3
CCOC(=O)C(Cc1ccccc1)NC(=O)CCC(=O)c1ccc(OC)cc1 (stereo unspecified)	1	-1	0	0	6	8	-8	-13	-23	15	-4
O=C(COC(=O)c1ccc(NS(=O)(=O)c2cccs2)cc1)NCC1CCCO1 (stereo unspecified)	1	-9	0	-37	9	13	1	-10	-9	-7	-5
CCOC(=O)C1=C(C)N=c2sc(=Cc3cc(Cl)c(OCC(=O)O)c(OC)c3)c(=O)n2C1c1ccccc1Cl (stereo unspecified)	-3	12	14	9	-7	-4	9	13	1	18	.
CC(C)(C)OC(=O)N1CCC(c2c(C(=O)NC3CC3)cnn2-c2ccccc2)CC1	6	6	8	3	1	-9	9	-4	4	12	12
COc1cc(/C=N/Nc2nc(C)cc(C)n2)cc(OC)c1OC	5	5	-8	0	0	9	-3	0	-1	16	1
C=CCn1c(SCC(=O)Nc2ccc(-c3nc4ccc(C)cc4s3)cc2)nnc1-c1ccccc1	-8	7	3	-117	-70	-190	-108	33	-17	-54	6

Fetched one by one from above (2):
SMILES	KKLEB cytotox	CF NFkB block	TWEAK Fn14 block	SRC1 inh	COUP-TFII inh	LRH-1 inv ag	NCOA3 inh	TRAIL sens C8	TROY NFkB inh	Shn3 inh set2	EBV LMP1 NFkB
CCOC(=O)C1(CCOc2ccccc2)CCN(Cc2ccc(C(=O)OC)cc2)CC1	3	5	6	15	20	6	1	15	12	26	8
O=C(Nc1ccc(C(F)(F)F)cc1)C1=NN(C2CCS(=O)(=O)C2)C(=O)CC1 (stereo unspecified)	-7	11	-9	-10	-6	15	1	-1	-5	-17	-5

Later entries.
SMILES	KKLEB cytotox	CF NFkB block	TWEAK Fn14 block	SRC1 inh	COUP-TFII inh	LRH-1 inv ag	NCOA3 inh	TRAIL sens C8	TROY NFkB inh	Shn3 inh set2	EBV LMP1 NFkB
CC(C)(C)OCC(NC(=O)C(CC(N)=O)NC(=O)OC(C)(C)C)C(=O)OC(C)(C)C (stereo unspecified)	12	4	-1	11	10	27	10	-1	-19	16	-2
O=C(COC(=O)c1cc(-c2cccs2)nn1-c1ccccc1)Nc1ccc(Cl)c([N+](=O)[O-])c1	6	3	20	4	2	-11	20	-7	16	-11	5
COCCCn1c(SCC(=O)Nc2oc(C)c3c(C)n[nH]c(=O)c23)nc2sc3c(c2c1=O)CCC3	4	1	-22	-14	25	-8	-18	-5	-6	7	-14
CCN(c1ccccc1)S(=O)(=O)c1ccc2[nH]c(=O)[nH]c2c1	7	-7	-9	-2	1	1	15	3	0	-3	3
CCN(c1ccccc1)S(=O)(=O)c1cc(NC(=O)Nc2ccccc2C#N)ccc1Cl	-6	7	9	-13	12	4	11	11	10	2	3
CC1CCN(c2c(NCc3ccc(C(=O)N4c5ccccc5CC4C)cc3)c(=O)c2=O)CC1 (stereo unspecified)	0	-10	22	-13	0	10	-4	7	21	45	36
CN(Cc1ccc(F)cc1)C(=O)c1cc(S(=O)(=O)N2CCCCC2)ccc1N1CCOCC1	6	1	-7	-23	-9	12	7	-10	12	-2	-3
CC(=O)NCCc1nc2cc(NC(=O)c3ccc([N+](=O)[O-])cc3)ccc2n1C	4	-25	-45	-55	-10	-43	-69	-4	-29	-13	-20
COc1ccc(/C=C2\SC(=O)N(CC(=O)NCCCn3ccnc3)C2=O)cc1	-15	1	-21	-61	-19	7	-22	26	-49	-3	-12
CN(CC1COc2ccccc2O1)C(=O)Cn1cc(C(F)(F)F)ccc1=O (stereo unspecified)	-12	29	13	-7	9	-6	13	6	-3	-3	-1
O=C(CSc1nc2ccccc2c(=O)[nH]1)Nc1ccc(N2CCOCC2)c(Cl)c1	-2	11	-14	-5	8	1	6	5	-4	24	-1
O=C(Nc1cc(S(=O)(=O)N2CCOCC2)ccc1N1CCCCC1)c1ccccc1	10	0	-17	-9	-18	19	1	-10	-16	12	-11
CCCCC1CC1C(=O)Nc1ncc2c(n1)CC(C)(C)CC2=O (stereo unspecified)	12	0	-14	-4	-4	28	4	-2	0	7	5
CCOC(=O)Cc1n[nH]c(=O)c2ccccc12	8	8	-13	-28	-5	16	0	-2	-8	-3	3
COc1ccc(S(=O)(=O)NC(C)C(=O)NCc2ccccn2)cc1OC (stereo unspecified)	11	-5	4	2	4	5	-10	7	-20	-9	-5
COCCNC(=O)C1CCCN(C(=O)c2cc(C)n(C(C)(C)C)n2)CC1 (stereo unspecified)	9	-20	-3	-7	3	-2	-3	-1	6	8	.
CCOC(=O)C1=C(CSc2nnnn2C)N(C)C(=O)NC1c1ccccc1 (stereo unspecified)	0	-6	1	-5	21	0	12	-7	11	17	-5
Cc1ccc(S(=O)(=O)N2C[C@H]3C(=O)C[C@@H](c4ccc(Cl)cc4)N(S(=O)(=O)c4ccc(C)cc4)[C@H]3C[C@H]2c2ccc(Cl)cc2)cc1	-3	17	-28	20	6	1	17	0	-25	5	.
CC(C)(C)S(=O)(=O)/C(C#N)=N/Nc1ccc(Cl)cc1	5	31	31	3	7	14	19	14	24	-3	6
CN1C(=S)SC(C)(C)C1(C)NO (stereo unspecified)	4	-6	-1	6	20	-6	4	-4	6	2	0
O=C(CNc1ccccc1OC(F)F)N1CCc2ccccc21	9	-8	-31	-60	-26	-83	-60	4	-46	-142	-21
